# CRFBP-R2 agonist: CRF-BP/CRF-R2 complex agonism; HEK293 CRF-R2/CRF-BP, calcium dye fluorescence (FLIPR); percent of saturating CRF peptide response; activation, % at 13.2 µM; hit rate 0.46% among 350,000; AID 588473;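 active = activation of at least 50%, plus an integration ratio under a set limit after plate pattern correction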;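 note: plate controls were neutral control wells without compound for no effect and CRF at EC100 for full effect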
# M5 ag: agonists of human muscarinic M5 receptor (CHRM5) | activation, % at 3 µM | CHO-K1 hM5 cells, Fluo-8 calcium fluorescence; 0% DMSO wells, 100% maximal acetylcholine response | hit rate 0.19% among 360,000 | P08912;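 active = activation above the run's mean over test compounds plus 3 SD, cut at about 23% in these data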;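 note: signal is peak over basal fluorescence ratio across the kinetic read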
# M4 antag: antagonists of human muscarinic M4 receptor (CHRM4) | P08173 | CHO-hM4 cells, ACh EC80, Fluo-8 calcium fluorescence | hit rate 0.73% among 360,000 | AID 624125 | inhibition, % at 3 µM;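 active = inhibition above its plate's cutoff, the mean inhibition of sample wells plus 3 SD, cut at about 27% in these data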;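 note: 0% = acetylcholine EC80 with DMSO and 100% = DMSO without agonist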
# CRFBP-R2 block: antagonists of CRF-binding protein/CRF-R2 receptor complex; HEK293 CRF-R2/CRF-BP, CRF-induced calcium fluorescence; inhibition, % at 11.8 µM; hit rate 0.59% among 350,000;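 active = inhibition of the ligand-induced calcium signal above about 50% at the single tested concentration, limit read from the data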
# M5 PAM: CHRM5 positive allosteric modulation; P08912; CHO-K1 hM5, Fluo-8 calcium, ACh EC20 PAM; 0% = ACh EC20, 100% = ACh EC100; activation, % at 3 µM; hit rate 0.3% among 360,000; AID 624038;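 active = activation above the run cutoff, the mean activation of all test compounds plus 3 SD, cut at about 18% in these data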
#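 system = human M5 receptor in CHO-K1 cells | reagent = EC20 acetylcholine as agonist stimulus | compound dosing = single-point, 3 µM nominal | incubation = Fluo-8 loading 80 min at 37 °C plus 30 min room temperature | detection = Fluo-8 calcium dye fluorescence, kinetic read | benchmarks = low control EC20 acetylcholine (0%), high control EC100 acetylcholine (100%)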
# CHRM5 antagonist: blocks acetylcholine activation of human M5 receptor; P08912; CHO-hM5 cells, Fluo-8 calcium fluorescence, ACh EC80; inhibition, % at 3 µM; hit rate 0.59% among 360,000;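 active = inhibition above a per-plate cutoff, the mean of that plate's test compounds plus 3 SD, cut at about 27% in these data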;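 note: 0% = acetylcholine EC80 with DMSO and 100% = DMSO without agonist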
# IDE cell inh: inhibits human insulin-degrading enzyme in HEK cells. inhibition, % at 5.59 µM. FAbetaB cleavage, fluorescence polarization. P14735. AID 434962. hit rate 0.41% among 320,000;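 active = percent inhibition above the average of all tested compounds plus 3 SD, set per screening campaign, cut at about 16% in these data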;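 note: IDE supplied by intact live HEK cells; FP after avidin binding of uncleaved biotin substrate so inhibition keeps polarization high; 0% = DMSO wells and 100% = 60 µM reference IDE inhibitor Ii1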
# Target sequence (P14735 whole entry, looked up): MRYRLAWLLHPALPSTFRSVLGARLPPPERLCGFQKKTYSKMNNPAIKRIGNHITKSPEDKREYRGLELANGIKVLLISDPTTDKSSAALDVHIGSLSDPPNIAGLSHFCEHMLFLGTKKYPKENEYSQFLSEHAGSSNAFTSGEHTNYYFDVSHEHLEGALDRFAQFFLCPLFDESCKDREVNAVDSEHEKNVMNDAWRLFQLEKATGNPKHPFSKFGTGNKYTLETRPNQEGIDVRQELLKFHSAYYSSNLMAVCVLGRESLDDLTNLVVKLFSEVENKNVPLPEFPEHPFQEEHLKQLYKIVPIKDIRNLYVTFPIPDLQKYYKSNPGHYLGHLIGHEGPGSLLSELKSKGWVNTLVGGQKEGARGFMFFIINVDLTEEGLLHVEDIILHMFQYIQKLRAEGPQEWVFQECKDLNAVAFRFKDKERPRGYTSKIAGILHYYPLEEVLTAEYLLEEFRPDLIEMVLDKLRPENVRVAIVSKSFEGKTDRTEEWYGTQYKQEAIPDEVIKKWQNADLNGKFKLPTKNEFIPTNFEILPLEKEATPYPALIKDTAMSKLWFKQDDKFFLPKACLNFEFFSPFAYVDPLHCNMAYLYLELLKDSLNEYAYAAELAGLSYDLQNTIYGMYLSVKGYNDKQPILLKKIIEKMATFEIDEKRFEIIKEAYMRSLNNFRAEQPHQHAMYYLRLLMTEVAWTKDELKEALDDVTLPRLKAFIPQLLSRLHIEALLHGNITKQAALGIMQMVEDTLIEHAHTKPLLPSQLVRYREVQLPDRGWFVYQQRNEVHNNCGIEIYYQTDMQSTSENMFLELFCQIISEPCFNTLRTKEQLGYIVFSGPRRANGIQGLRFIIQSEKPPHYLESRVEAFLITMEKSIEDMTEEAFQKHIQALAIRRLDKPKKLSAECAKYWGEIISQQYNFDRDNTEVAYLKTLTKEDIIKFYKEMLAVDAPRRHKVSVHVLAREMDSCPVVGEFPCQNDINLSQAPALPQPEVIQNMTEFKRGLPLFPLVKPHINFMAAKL
# M4 PAM: potentiates acetylcholine response at human M4 receptor; P08173; CHO-K1 hM4/Gqi5, Fluo-8 calcium fluorescence, ACh EC20; 0% = ACh EC20, 100% = maximal ACh; activation, % at 3 µM; hit rate 0.4% among 360,000; AID 624126;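 active = activation above its plate's cutoff, the mean activation of sample wells plus 3 SD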; note: some results filed as inactive read as strong as hits
# M4 ag: agonists of human muscarinic M4 receptor (CHRM4). P08173. CHO-K1 hM4/Gqi5, Fluo-8 calcium fluorescence; vehicle 0%, full acetylcholine response 100%. activation, % at 3 µM. hit rate 0.14% among 360,000;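 active = activation above the run mean over all test wells plus 3 SD, cut at about 32% in these data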;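 note: peak over basal fluorescence ratio per well then scaled between controls; 0% = DMSO wells and 100% = acetylcholine at EC100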
# * marks the source's active call; other numbers are inactive results; nt = no result given.
CRFBP-R2 agonist,M5 ag,M4 antag,CRFBP-R2 block,M5 PAM,CHRM5 antagonist,IDE cell inh,M4 PAM,M4 ag,molecule
1.9,0,10,-24,-2,-3,-2,5,0,COc1ccccc1NCCC(=O)OCC(=O)NCc1ccco1
1.1,-3,7,-1,-3,15,0,1,6,CC(=O)c1cccc(N(C(=O)c2ccccn2)C(C(=O)NC2CCCCC2)c2ccccc2)c1 (configuration not stated)
-1.2,1,3,12,-5,1,5,7,1,O=C(O)c1ccccc1NN=C1CCCCC1
-1.0,-4,-4,2,0,8,7,2,1,CC(O)(CS(=O)(=O)Cc1ccccc1)c1ccccc1 (configuration not stated)
-0.3,-3,5,-12,8,4,3,-7,3,C=CCN1C(=O)/C(=c2\sc3nc(=O)c(Cc4ccccc4Cl)nn3c2=O)c2ccccc21
3.5,4,12,-2,-2,5,-7,6,1,COc1ccc(S(=O)(=O)N2CCC3(CC2)OCCN3S(=O)(=O)c2ccc(OC)cc2)cc1
2.6,6,-18,-7,15,-13,2,19,1,O=C(Nc1cccc(-c2nnco2)c1)c1cccs1
-1.1,4,4,5,-6,-5,0,-9,15,COc1cccc(CN(C)C(=O)c2cccc(S(=O)(=O)NCc3ccccc3)c2)c1OC
-1.1,4,-1,0,-8,8,-2,4,1,NC(N)=NCCC[C@H](NC(=O)OCc1ccccc1)C(=O)O
-3.6,-5,1,29,4,-1,1,11,1,COC(=O)c1sc(OC)cc1OCc1ccc(C)cc1

# Continued; it opens with the 3 that closed the last part.
CRFBP-R2 agonist,M5 ag,M4 antag,CRFBP-R2 block,M5 PAM,CHRM5 antagonist,IDE cell inh,M4 PAM,M4 ag,molecule
-1.1,4,4,5,-6,-5,0,-9,15,COc1cccc(CN(C)C(=O)c2cccc(S(=O)(=O)NCc3ccccc3)c2)c1OC
-1.1,4,-1,0,-8,8,-2,4,1,NC(N)=NCCC[C@H](NC(=O)OCc1ccccc1)C(=O)O
-3.6,-5,1,29,4,-1,1,11,1,COC(=O)c1sc(OC)cc1OCc1ccc(C)cc1
1.2,-8,7,5,-3,0,-8,2,1,Fc1ccc(N2CCN(C(c3cccs3)c3nnnn3CCc3ccccc3)CC2)cc1 (configuration not stated)
-0.1,1,5,-3,0,8,nt,-8,3,N=C1SCC(=O)N1c1ncc(Cc2ccccc2Cl)s1
-2.1,2,-2,0,1,-1,5,7,1,CCN(C(=O)Cc1ccccc1OC)c1nnc(-c2ccncc2)s1
3.4,5,-13,-10,6,-2,-2,8,2,COc1ccc(-c2ccc(C)cc2)cc1[C@H]1[C@@H]2C=CCC[C@@]2(C)C(=O)N1Cc1ccccc1
nt,-4,1,nt,-10,8,nt,-9,-2,CCOC(=O)C1=C[C@@H](CC)N(S(=O)(=O)c2ccc(C)cc2)[C@H]1c1cccs1
-0.1,1,3,8,0,2,4,3,-1,Nc1nc(-c2ccc(NC(=O)c3ccco3)cc2)cs1
-1.5,3,-10,17,-13,7,-1,1,0,CCCCN1CC(COc2ccccc2)OC1=O (configuration not stated)
14,-4,-1,5,1,-5,2,14,0,Cc1ccc2c3c(cccc13)-c1ccccc1C2=O
0.0,-5,7,-13,-12,3,6,7,0,CCc1cc(C(c2ccc(F)cc2)N2CCOCC2)c(NC(=O)c2ccccc2)s1 (configuration not stated)
-1.0,9,4,-12,6,-9,0,-2,1,COc1ccc(/C=C/C(=O)NNc2c(F)c(F)cc(F)c2F)cc1OC
nt,1,-5,nt,2,-3,nt,4,1,Oc1ccc(C[C@H]2CN([C@@H](Cc3ccccc3)CN3CCCC3CN3C(=S)NC[C@@H]3Cc3ccccc3)C(=S)N2CCc2ccccc2)cc1 (some centres not stated)
0.0,-1,-2,3,0,-1,11,1,3,CSC1=N/C(=C\c2cccnc2)C(=O)N1c1ccccc1
-1.6,3,3,-2,-6,-8,1,-9,0,Cc1ccc(-n2ncc3c(=O)n(CC(N)=O)cnc32)cc1
-0.9,-2,6,9,12,-7,-1,1,0,Cc1cc(C)c2c(CN3CCOCC3)cc(=O)oc2c1C
-2.9,0,-14,-13,-1,-5,-3,12,0,CCOc1ccc(NC(=O)C/C(N)=N/O)cc1
-1.7,-1,11,-4,4,0,5,6,0,CN(C)/C=C/C(=O)c1ccc(Cl)cc1
-1.1,2,1,8,-2,1,13,-5,4,O=C(COc1ccc(S(=O)(=O)N2CCCC2)cc1Cl)N1CCN(c2ccccc2)CC1
nt,-3,-11,nt,-4,-4,nt,7,0,Cc1ccc(NC(=O)C2(C)CCN2C(C)C)cc1C (configuration not stated)
8.2,-6,2,-32,0,5,3,-2,0,CC12CN(Cc3ccccc3)CC(C)(CN(Cc3ccccc3)C1)C2=O
1.4,-1,1,3,-6,3,1,13,4,COc1cccc(Nc2nnc(SCN3C(=O)c4ccccc4C3=O)s2)c1
2.6,-3,-9,-1,4,1,0,4,0,COc1cccc(CN2C(=O)CCC2(C)C(=O)NCCc2ccc(OC)c(OC)c2)c1 (configuration not stated)
nt,-1,3,nt,-5,-1,nt,-5,1,CN1CCN(C(=O)C2Cc3c(-c4cccc(F)c4)ccnc3O2)CC1 (configuration not stated)
-1.9,-2,2,-5,2,6,16,-17,0,OC1(c2ccc(Br)cc2)CN(c2ccccc2)C2=[N+]1CCS2 (configuration not stated)
-0.2,5,3,-2,2,-2,2,-3,-1,COc1ccc(-c2nnn(Cc3ccccc3)n2)cc1OC
-1.1,-2,-6,5,-6,1,4,-1,-2,Cc1cccc(OCCn2c(=S)[nH]c3ccccc32)c1
0.9,1,-3,38,1,-6,1,8,0,COC(=O)c1c(-c2ccc(F)cc2)noc1N
nt,6,-3,nt,-1,0,nt,10,3,CCCCn1nnnc1C1(C)CCC(=O)N1CCc1c[nH]c2ccccc12 (configuration not stated)
-0.5,-2,-6,0,-3,3,-2,6,1,COc1ccc(NC(=O)N2CCCCCC2)cc1OC
-0.2,-3,-11,4,-11,18,3,2,11,Clc1ccc(-c2nnc(-c3ccccc3)nc2-c2c[nH]c3ccccc23)cc1
6.3,-2,-9,-13,-7,10,nt,-1,6,O=C(CNCc1ccc(Cl)cc1)Nc1cc(S(=O)(=O)N2CCCC2)ccc1Cl
6.7,-4,-3,-21,-5,7,-1,3,0,Cc1cc(=O)oc2cc(OCC(=O)Nc3nnc(C(C)C)s3)ccc12
2.2,-1,3,-6,-6,-3,5,-13,4,Cn1c(C(=O)NCCN2CCc3ccccc3C2)cc2c(=O)[nH]c3ccccc3c21
0.5,-2,2,-11,0,4,-4,1,1,CCCCn1nnnc1SCC(=O)NCc1ccccc1
-0.8,3,5,3,-7,-2,-2,-9,4,O=C(NCc1ccccn1)c1cc(-c2ccccc2Cl)nc2ccccc12
-1.1,-3,-1,-12,-3,-7,4,-3,0,N=C1C(c2ccccc2)=C(O)CN1c1cccc(S(=O)(=O)Nc2cccc(C(F)(F)F)c2)c1
-1.1,-2,-9,17,-11,5,-1,2,7,O=C(COC(=O)/C=C/c1ccc(OC(F)F)cc1)NCc1cccs1
-0.7,2,5,24,-1,-3,0,1,1,CCSc1nc(-c2ccccc2)c(C#N)c(=O)[nH]1
-3.9,2,-3,23,-5,-2,-3,-5,9,O=C(CSCc1ccccc1Cl)N1CCN(c2ccccn2)CC1
-3.5,-3,-22,-2,21*,-10,2,15,-1,Cc1ccc(C(=O)N/C(=C/c2ccccc2)C(=O)NCC2CCCO2)cc1 (configuration not stated)
-0.6,-4,-1,6,17,-3,nt,-4,2,O=C(c1ccc2c(=O)n3c(nc2c1)CCC3)N1CCN(S(=O)(=O)c2ccccc2Br)CC1
0.5,0,-7,-2,7,-6,-3,0,2,CCc1ccccc1NC(=O)Cn1nnc(C(=O)NCc2cccc(OC)c2)c1N
-1.7,0,1,-10,-4,12,2,-5,2,CC(C)CN=CC1=C(O)c2ccccc2C1=O
0.0,-3,9,-13,1,-3,-1,-3,4,Cc1ccc(C)c2c1cc(C)c1nnc(SCC(=O)N3CCCc4ccccc43)n12
-4.3,-1,4,10,1,0,0,-16,0,COc1ccc(Br)c(OC)c1C(=O)NC(=O)Nc1nc(C)cc(C)n1
-1.4,0,4,-3,-2,4,2,-7,0,O=C(CSC1=NCCS1)Nc1cccc2ccccc12
nt,0,-1,nt,-5,3,nt,-6,11,CC(=O)N1CCc2cc(NC(=O)C3(C)CCN3Cc3ccccc3OC(F)F)ccc21 (configuration not stated)
-1.4,-3,-16,12,-1,2,-5,14,-1,CC(C(=O)Nc1ccc(Cl)cc1)c1ncc(C(F)(F)F)cc1Cl (configuration not stated)
-0.1,1,-3,1,0,1,0,-8,0,CCOC(=O)N1CCN(C(=O)c2oc3ccc(S(=O)(=O)N4CC(C)CC(C)C4)cc3c2C)CC1 (configuration not stated)
-1.1,1,-3,-7,-2,-12,1,1,1,CC(C)(O)C(=O)N=Nc1c(O)[nH]c2ccccc12
-0.1,0,-8,5,7,6,-3,-3,0,Cc1cc(C)nc(SCc2ccc(F)cc2)n1

# (list continues)
CRFBP-R2 agonist,M5 ag,M4 antag,CRFBP-R2 block,M5 PAM,CHRM5 antagonist,IDE cell inh,M4 PAM,M4 ag,molecule
0.6,-2,7,-2,-2,-4,-2,18,2,CCC(Sc1nc2sc(C(=O)OC)c(C)c2c(=O)n1N)C(=O)NCC1CCCO1 (configuration not stated)
-0.3,-5,-3,-14,6,4,nt,14,1,CCc1ccc(NC(=O)CC2S/C(=N/N=C3CCCCCC3)NC2=O)cc1 (configuration not stated)
-0.6,-2,-10,-27,-6,2,4,-1,1,CSc1ccc(/C=N/NC(=O)CNc2cccc3ccccc23)cc1
-0.1,0,3,7,20*,3,6,7,0,CCOc1ccc2c(c1)c(N=O)c(O)n2C
-0.6,2,0,5,-10,8,0,-2,7,O=C(OCCN1C(=O)c2ccccc2C1=O)C1CCN(S(=O)(=O)c2cccs2)CC1
nt,4,1,nt,1,-1,nt,4,1,O=C1C(=O)C(Cl)=C(Cl)C(Cl)=C1Cl
7.6,0,8,-26,-1,-3,-4,2,2,COc1cccc(C2CC(c3ccccc3Cl)n3nc(N)nc3N2)c1 (configuration not stated)
0.3,-3,3,16,-5,13,1,15,2,c1nc(NCCN2CCOCC2)c2sc3nc(N4CCOCC4)c4c(c3c2n1)CCC4
0.9,6,-6,3,-16,5,7,-9,17,COc1cc2c(cc1OC)C1=C(C#N)CN(C3CCCCC3)CN1CC2
-1.7,0,5,-15,-5,0,5,-4,3,O=C1Nc2ccccc2C12Nc1ccccc1-c1nc3ccccc3n12 (configuration not stated)
-5.3,-4,-5,7,-8,27,-3,-3,1,Cc1ccc(-n2nc3c(N4CCC(C(=O)NCc5ccc(C)o5)CC4)nnc(C)c3c2C)cc1
0.1,6,-7,3,-5,3,-2,2,4,COc1cc(C(=O)N2CCCCC2)ccc1OCC(=O)Nc1ccc(F)cc1

# An excerpt from above in order of SMILES length, smallest number first:
CRFBP-R2 agonist,M5 ag,M4 antag,CRFBP-R2 block,M5 PAM,CHRM5 antagonist,IDE cell inh,M4 PAM,M4 ag,molecule
0.9,1,-3,38,1,-6,1,8,0,COC(=O)c1c(-c2ccc(F)cc2)noc1N
-0.6,-2,-10,-27,-6,2,4,-1,1,CSc1ccc(/C=N/NC(=O)CNc2cccc3ccccc23)cc1
-1.1,-2,-9,17,-11,5,-1,2,7,O=C(COC(=O)/C=C/c1ccc(OC(F)F)cc1)NCc1cccs1

# The order is random; any-hit rate near 2.9%.
